SV40 large T antigen = SV40 large T antigen inhibitors, biochemical (AID 1903) | SV40 large T antigen ATPase/helicase inhibition assay; higher % means a stronger effect | one-dose inhibition, % at 20 µM; IC50 in µM for titrated hits | 310,000 tested, 0.39% active; in the data active means a potency from the dose series; inconclusive means inhibition mostly from about 32% at the one dose, without a potency; inactive means the rest, 99 in 100 with inhibition below about 32%; further: strong numbers were not always called active
West Nile antiviral = inhibition of WNV-induced cytopathic effect – cell-based, CPE readout (AID 1621). West Nile virus-infected cells, CPE inhibition; higher % means a stronger effect. 290,000 tested, 0.02% active. CPE inhibition, % at 10 µM, or IC50 in µM where a hit was titrated; in the data active means a potency from the dose series; inconclusive means CPE inhibition mostly from about 3.7% at the one dose, without a potency; inactive means the rest, 99 in 100 with CPE inhibition below about 2.2%; further: strong numbers were not always called active
CSM14.1 death rescue = rescue of cells from ER stress-induced death, primary screen, 384-well, CSM14.1, thapsigargin, ATP luminescence (AID 1222) | CSM14.1 thapsigargin-induced death rescue, ATP luminescence; higher % means a stronger effect | cellular ATP content (survival), % at 20 µM, or EC50 in µM where a hit was titrated | 190,000 tested, under 10 active;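 active means EC50 below 50 µM in the dose-response confirmation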;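 further: death triggered by thapsigargin at about 15 µM added after 2 h compound pretreatment; cell ATP read after overnight thapsigargin exposure of roughly 18 to 22 hours; normalized against plate controls of thapsigargin alone and 5% DMSO vehicle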
MgcRacGAP inhibition = MgcRacGAP GTPase-activating activity inhibitors, confirmation, biochemical, ADP Hunter fluorescence | 340,000 tested, 0.6% active | inhibition, % at 30 µM, or IC50 in µM where a hit was titrated | MgcRacGAP-stimulated Rac1 GTP hydrolysis, ADP Hunter fluorescence; higher % means a stronger effect; GST-tagged Rac1 F28L mutant substrate;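 active means first-screen hits whose inhibition reached a set limit at any dose in the follow-up dose series; inconclusive means inhibition above the set first-screen limit but never retested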;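 further: fluorescence reports GDP produced by GAP-driven GTP hydrolysis; strong numbers were not always called active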
NS5 inhibitors = Dengue-2 NS5 methyltransferase inhibitors, primary screen, biochemical, confirmation dose response (AID 588689); Dengue-2 NS5 methyltransferase capping enzyme assay, biochemical; higher % means a stronger effect; inhibition, % at 25 µM, or IC50 in µM where a hit was titrated; 340,000 tested, 0.3% active; in the data active means a potency from the dose series; inconclusive means inhibition above about 29% without an active follow-up result
GPR35 antagonists = inhibition of zaprinast-stimulated GPR35 beta-arrestin translocation – imaging, U2OS, beta-arrestin-GFP, zaprinast agonist, primary screen (AID 2058); one-dose inhibition, % at 10 µM; IC50 in µM for titrated hits; U2OS GPR35 beta-arrestin-GFP translocation imaging, zaprinast antagonism; higher % means a stronger effect; 290,000 tested, 0.052% active;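 active means inhibition of at least 50% with at least 30 cells and total cytoplasm GFP at most 10,000,000; inconclusive means under 30 cells or total GFP of 10,000,000 plus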
RSV CPE inhibition = inhibition of RSV-induced cytopathic effect – HEp-2 cells, primary 10 µM value included (AID 2391) | HEp-2 cells, RSV-induced CPE inhibition; higher % means a stronger effect | CPE inhibition, % at 10 µM; hits with a dose series show IC50 in µM | 310,000 tested, 0.13% active; in the data active means a potency from the dose series; inconclusive means CPE inhibition mostly from about 23% at the one dose, without a potency; inactive means the rest, 99 in 100 with CPE inhibition below about 21%; further: strong numbers were not always called active
LYP inhibition = PTPN22 lymphoid phosphatase activity blockers – biochemical, fluorescence intensity, uHTS (AID 1779) | recombinant LYP phosphatase, fluorescence intensity; higher % means a stronger effect | inhibition, % at 11.5 µM, or IC50 in µM where a hit was titrated | 290,000 tested, 0.054% active; in the data active means inhibition above about 50%;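 further: plate controls were vehicle with enzyme for no effect and no enzyme for full effect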
PhoP inhibition = PhoP-dependent GFP reporter repression – Salmonella Typhimurium, primary screen (AID 1863); S. Typhimurium PhoP-regulated promoter GFP reporter, 4 h; higher % means a stronger effect; inhibition, % at 50 µM; hits with a dose series show IC50 in µM; 300,000 tested, 0.16% active;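 active means inhibition over 29.93%, a cutoff 3 SD above the screen mean, later confirmed by dose response; inconclusive means inhibition over 29.93% but no dose response follow-up; inactive means inhibition at most 29.93% or unconfirmed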;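 further: 0% = low Mg2+ inducing control and 100% = high Mg2+ repressing control; strong numbers were not always called active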
NS5 inhibitors pilot replicate = second read-out of NS5 inhibitors, no call of its own (marks repeat the call); inhibition, %; measured here: pilot screen replicate inhibition
Active calls of the source: *; ? = inconclusive; / = not tested or not shown. No enrichment for hits. Share with any hit: about 1.5%.

SMILES	SV40 large T antigen	West Nile antiviral	CSM14.1 death rescue	MgcRacGAP inhibition	NS5 inhibitors	GPR35 antagonists	RSV CPE inhibition	LYP inhibition	PhoP inhibition	others
COc1ccc(CCNC(=O)COC(=O)c2cc(OC)c(OC)cc2OC)cc1	1%	-0.3%	0.4%	4%	-5%	-8%	2.7%	-2%	-8%
O=C(/C=C/c1ccc([N+](=O)[O-])cc1)Nc1ncc([N+](=O)[O-])s1	3%	-2.3%	-2.8%	0%	2%	2%	/	4%	-1%
O=C(NC1(C(F)(F)F)NC(=O)N(C2CCCCC2)C1=O)c1ccco1 (centres undefined)	3%	0.0%	-2.7%	-14%	-11%	23%	0.0%	1%	3%
CC(C)NC(=O)C1CCCN(S(C)(=O)=O)C1 (centres undefined)	7%	-0.2%	-2.4%	0%	-3%	2%	0.7%	-3%	19%
O=C(CCC1CCCC1)Nc1ccc(C(=O)NCc2cccnc2)cc1	0%	2.0%	-0.2%	9%	-3%	0%	-2.5%	-6%	3%
Cn1c(Cn2cnc3ccccc32)nc2ccccc21	-1%	0.8%	-0.4%	-7%	2%	-4%	13%	-7%	21%
COc1ccc(OC)c(-n2c(-c3cnccn3)n[nH]c2=S)c1	8%	0.0%	0.9%	-9%	-8%	1%	-1.0%	-7%	3%	NS5 inhibitors pilot replicate=-6.1
O=C(Nc1ccccc1)Oc1cccc(Br)c1	2%	0.8%	/	-1%	-4%	-6%	1.3%	0%	-6%
COc1ccc(C2C(C#N)=C(/N=C/N3CCN(C)CC3)OC3=C2C(=O)CC(C)(C)C3)cc1OC (centres undefined)	4%	-0.2%	-3.6%	2%	-1%	-16%	0.8%	-9%	2%
CSC1=N/C(=C\c2c(F)cccc2Cl)C(=O)S1	7%	-0.1%	-0.1%	7%	-5%	4%	2.4%	-6%	-8%
Cc1cccc(N2CCN(C(=O)CCC(=O)N3CCOc4ccc(Cl)cc43)CC2C)c1 (centres undefined)	4%	0.0%	/	11%	1%	1%	3.3%	-6%	/
COc1ccc(C(=O)NCC(=O)c2ccccc2)cc1	2%	0.2%	/	2%	-7%	14%	1.1%	-5%	0%
CCOc1ccc(-c2nn[nH]n2)cc1	18%	0.6%	-2.8%	3%	-5%	-8%	1.2%	-5%	-9%
Cc1cc(Nc2ccccc2)nn1C(=O)c1ccccc1	13%	0.7%	-1.0%	7%	-2%	-15%	0.6%	-4%	4%
O=C(Oc1ccc(-c2nc(-c3ccccn3)no2)cc1)c1ccccc1	5%	0.4%	-3.3%	7%	-1%	-4%	1.1%	-8%	4%
Cc1ccc(NC(=O)Nc2ccc3c(c2)OCO3)nc1	-2%	0.3%	-0.4%	-3%	-11%	-4%	-0.4%	0%	7%
COC(=O)c1ccc(C2Nc3ccc(/C(C)=N/NC(=O)C(OC)c4ccccc4)cc3C3C=CCC32)cc1 (centres undefined)	10%	1.6%	-0.5%	6%	-4%	4%	18%	-3%	-5%
COc1ccc(-n2c(CN3CCN(c4ccccc4)CC3)nc3ccc([N+](=O)[O-])cc3c2=O)c(OC)c1	7%	-1.6%	/	-8%	-5%	1%	4.2%	1%	6%
O=C(CN1C(=O)c2ccccc2C1=O)N1CCN(c2nnc(-c3ccccc3)c3ccccc23)CC1	4%	0.1%	/	-3%	-1%	3%	0.3%	8%	-9%
OC(COC(c1ccc(Cl)cc1)c1ccc(Cl)cc1)CN1CCN(c2ccccn2)CC1 (centres undefined)	12%	-2.2%	-2.8%	6%	0%	14%	-2.3%	-7%	19%
Clc1ccc(OCc2nc(-c3ccncc3)no2)c(Cl)c1	9%	-1.3%	-0.9%	7%	-8%	9%	13%	-10%	26%
Cc1cc(/N=C/N(C)C)on1	2%	0.1%	-1.5%	3%	-3%	-4%	0.4%	-4%	-4%
Cc1ccc(N=c2oc3cc(O)ccc3cc2C(N)=O)cc1	34µM*	0.9%	-1.1%	8%	-10%	-7%	?	-10%	-4%
Cc1nc(SC(C)C(=O)Nc2cccc(C(F)(F)F)c2)c2c(C)c(C(=O)O)sc2n1 (centres undefined)	9%	0.1%	/	11%	17%	-4%	?	2%	/
Cc1ccnc(NC(=O)c2ccoc2C)c1	-1%	-0.6%	-2.6%	8%	-1%	3%	1.0%	-9%	5%
COC(=O)c1cn(-c2ccccc2)nc1-c1ccc(OC)cc1	5%	-1.1%	-2.3%	4%	/	2%	6.1%	-1%	5%
CCCCc1nnc(SCCSc2nnc(CCCC)n2N)n1N	17%	0.2%	1.1%	4%	-7%	2%	1.8%	1%	1%	NS5 inhibitors pilot replicate=4.8
O=C(CCC(=O)OCC(=O)c1ccc(Cl)cc1Cl)Nc1cccc2cccnc12	-2%	-0.1%	-1.7%	6%	-2%	10%	1.1%	-2%	13%
CCO[C@@H]1OC(C(=O)N2CCOCC2)=C[C@H](C2CCCCC2)[C@H]1CCCO	1%	-0.1%	0.0%	7%	0%	4%	-1.6%	-2%	0%
CC(=O)OC1COC(n2ccc3ccccc32)C(OC(C)=O)C1OC(C)=O (centres undefined)	7%	0.8%	-0.8%	4%	-2%	1%	0.6%	-3%	6%
C(=N\Nc1nc(N2CCOCC2)nc(N2CCOCC2)n1)/c1cccnc1	-1%	0.0%	1.2%	8%	-3%	1%	0.3%	2%	-8%
N#CC(C(=O)NC1CCCCC1)=C1CCCCCC1	-61%	-0.6%	-1.4%	-2%	-1%	-1%	0.1%	2%	16%
O=C(CNC(=O)c1cccs1)N/N=C/c1ccco1	5%	-0.2%	-1.8%	5%	-4%	7%	3.4%	-6%	-5%
O=C(Cn1cnc2c(nnn2-c2ccccc2)c1=O)NCC1CCCO1 (centres undefined)	-1%	0.1%	-0.6%	2%	-3%	-18%	0.5%	-5%	2%
O=C1NCCn2nc3ccccc3c21	13%	/	/	9%	3%	/	2.8%	/	/
Cc1[nH]c2ccccc2c1C(=O)C(=O)NC1CC1	-4%	-0.3%	/	7%	-4%	12%	0.5%	-3%	2%
O=C(O)c1ccccc1C(=O)c1ccc2c(c1)N(Cc1cccc(F)c1)C(=O)CO2	9%	-0.2%	0.0%	8%	-1%	14%	3.3%	-8%	2%
COCCNC(=O)c1onc(CSc2cccc(OC)c2)c1C(=O)O	3%	-0.2%	-1.3%	4%	7%	8%	4.6%	-9%	-1%
O=[N+]([O-])c1cccc(S(=O)(=O)NCCc2cccs2)c1	6%	-0.5%	/	1%	-11%	-3%	0.7%	-4%	-2%
O=C(CCn1cnc2ccccc2c1=O)Nc1ccc(S(=O)(=O)N2CCCC2)cc1	12%	0.1%	-0.4%	9%	4%	-7%	-0.9%	4%	9%
CCOC(=O)/C(=N\Nc1cccc(Cl)c1)Sc1nnc(-c2ccc(OC)cc2)n1C	6%	0.3%	-2.6%	9%	-8%	4%	1.2%	1%	-13%
CC(/C=N/NC(=O)c1cc(-c2cccs2)[nH]n1)=C\c1ccccc1	21%	-0.9%	-2.2%	1%	-13%	-7%	3.3%	3%	-5%
COc1ccc(CN2C(=NC(=O)COc3ccccc3)SC3CS(=O)(=O)CC32)cc1 (centres undefined)	4%	?	/	-3%	-1%	-22%	6.0%	-12%	8%
FC(F)(F)c1ccc(/C=N/N2CCN(Cc3ccccc3)CC2)cc1	27%	-1.6%	-2.6%	2%	-8%	-3%	6.6%	-5%	-6%
O=C(Cn1cc(C(=O)C2CC2)c2ccccc21)Nc1ccc(F)cc1	4%	-0.5%	/	7%	2%	-31%	0.2%	-9%	1%
Cc1ccc(C(=O)CSc2nc(N)cc(=O)[nH]2)cc1	8%	0.1%	-2.1%	13%	-4%	23%	0.3%	-3%	-6%
CC(=O)O[C@]1(C(C)=O)CCC2C3CCC4=C/C(=N/OCC(=O)O)CC[C@]4(C)C3CC[C@@]21C (some centres undefined)	0%	-0.5%	/	0%	-2%	17%	2.1%	-10%	6%
O=C(CN1C(=O)CCSc2ccc(S(=O)(=O)N3CCCC3)cc21)Nc1ccccc1	4%	0.6%	/	6%	-15%	6%	1.7%	-11%	-1%
COc1cc(NC(=O)c2cccs2)ccc1NC(=O)c1cc2ccccc2o1	5%	-0.5%	-0.7%	11%	-8%	6%	1.6%	-2%	3%
CCOC(=O)Cn1c(CN2CC(C)OC(C)C2)nc2c1c(=O)n(C)c(=O)n2C (centres undefined)	1%	-0.1%	-0.8%	5%	-1%	-13%	-0.1%	-9%	-5%
O=C(NCCCCc1ccccc1)c1ccc(Br)o1	-74%	1.3%	-1.6%	3%	-5%	12%	14%	-6%	-12%
Cc1noc(C)c1C(=O)OCC(=O)C12CC3CC(CC(C3)C1)C2	3%	-0.1%	1.7%	4%	-5%	-2%	-1.1%	-8%	-1%
COc1ccccc1-c1c(C)nn2c(N)c(-c3ccc(Cl)cc3)cnc12	5%	-0.3%	/	0%	-1%	4%	1.5%	-13%	-2%
Cc1nn(CC(=O)NCCc2ccccc2)c(=O)c2cc3occc3n12	9%	0.2%	/	9%	0%	-13%	/	-7%	-4%
Cc1ccc(C(=O)O)cc1NC(=O)C1=CSCCO1	/	0.4%	/	-11%	2%	0%	-0.1%	-9%	-2%
FC(F)(F)c1cccc(N2CCN(Cc3cccnc3)CC2)c1	7%	-0.9%	-2.4%	12%	-2%	1%	1.8%	-4%	4%
Clc1ccccc1/C=C/c1nc(-c2ccccn2)no1	4%	-0.3%	/	-15%	4%	-5%	0.9%	-7%	-6%
O=C(OCn1nnc2ccccc2c1=O)C12CC3CC(CC(O)(C3)C1)C2	4%	0.1%	1.1%	-4%	-8%	22%	-0.3%	2%	5%
CC(=O)Nc1ccc(NC(=O)C(C)OC(=O)CC2CCCC2)cc1 (centres undefined)	6%	/	/	7%	-6%	/	0.8%	/	-4%
CC(C)c1cc(Br)ccc1OCCN1C(=O)NC(C)(C)C1=O	7%	-0.1%	0.6%	2%	-8%	-8%	0.0%	-4%	4%
COc1ccc(N=CC2=C(O)c3ccccc3C2=O)cc1	7%	0.4%	-4.7%	7%	-2%	-1%	0.1%	-3%	-7%

An excerpt taken from the entries so far, for reference:
SMILES	SV40 large T antigen	West Nile antiviral	CSM14.1 death rescue	MgcRacGAP inhibition	NS5 inhibitors	GPR35 antagonists	RSV CPE inhibition	LYP inhibition	PhoP inhibition	others
CC(C)c1cc(Br)ccc1OCCN1C(=O)NC(C)(C)C1=O	7%	-0.1%	0.6%	2%	-8%	-8%	0.0%	-4%	4%
COc1ccc(N=CC2=C(O)c3ccccc3C2=O)cc1	7%	0.4%	-4.7%	7%	-2%	-1%	0.1%	-3%	-7%

High-throughput results as filed in PubChem.
